# GLP1R cytotox: cytotoxicity in counter-screen for GLP-1R inverse agonists; HEK293 cAMP-luciferase reporter cells, luminescence, 24 h; Potency, µM (titrated, usually from 38.3 µM), for inactives: at the top dose activity change, negative = inhibition, usual class: inhibitors; hit rate 0.13% among 410,000; AID 624418;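 also: loss of luciferase light is scored as toxicity; % is scaled to controls: 0 for no effect and ±100 for the full control effect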
#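 To flag toxic compounds, the library was rerun on cells for 24 hr at 37 deg C and 5% CO2. Viability-linked luminescence was captured 12 min after adding luciferase detection reagent.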
# GLP-1R inv ag: GLP-1 receptor (human) inverse agonism; P43220; HEK293 GLP-1R CRE-luciferase, luminescence, 24 h; GLP-1R form is constitutively active; Potency, µM (highest dose often 38.3 µM), inactives show top-dose activity change, negative = inhibition, actives largely listed as inhibitors; hit rate 1.6% among 410,000; also: % is scaled to controls: 0 for no effect and ±100 for the full control effect; nearly all actives have a fitted effect of over 55% in size
# Target sequence (P43220 whole entry, looked up): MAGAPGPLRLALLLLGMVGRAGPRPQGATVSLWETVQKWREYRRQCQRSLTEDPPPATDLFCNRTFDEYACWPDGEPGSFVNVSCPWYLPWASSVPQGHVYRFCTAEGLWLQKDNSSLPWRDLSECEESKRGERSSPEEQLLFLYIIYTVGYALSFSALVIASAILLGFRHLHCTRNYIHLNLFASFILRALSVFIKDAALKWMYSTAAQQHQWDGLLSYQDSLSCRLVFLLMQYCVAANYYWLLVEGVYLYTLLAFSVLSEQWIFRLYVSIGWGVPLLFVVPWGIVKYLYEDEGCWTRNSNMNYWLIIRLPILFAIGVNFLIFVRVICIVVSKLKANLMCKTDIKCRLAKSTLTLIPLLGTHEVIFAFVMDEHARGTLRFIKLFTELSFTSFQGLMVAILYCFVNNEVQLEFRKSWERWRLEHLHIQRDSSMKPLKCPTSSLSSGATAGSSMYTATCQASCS
#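 Luminescence readout: a drop in cAMP-driven luciferase signal flags inverse agonism at a constitutively active GLP-1R stably expressed in HEK293. Compound exposure lasted 24 hr at 37 deg C, 5% CO2.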
# PLK1 PBD inh: inhibitors of human PLK1 polo-box domain binding. Plk1 PBD binding of FITC phosphopeptide, fluorescence polarization. Potency, µM, without a hit: max response, negative = inhibition, usual class: inhibitors. hit rate 2.8% among 360,000. AID 720504; also: series mostly up to about 57 µM; % is scaled to controls: 0 for no effect and ±100 for the full control effect; nearly all actives have a fitted effect of over 65% in size
# PTHR1 agonist: activates the human parathyroid hormone receptor PTHR1 | hit rate 0.075% among 410,000 | Potency, µM (series often up to 115 µM), for the others: at the top dose activation, usual class: activators | HEK293 GP2 PTHR1 cells, GloSensor cAMP luminescence, 1 h | Q03431; also: nearly all actives have a fitted effect of over 55% in size; some results filed as inactive show a strong effect at the top dose; inactives centre near -15; many of its hits are not listed in these tables
# Target sequence (Q03431 whole entry, looked up): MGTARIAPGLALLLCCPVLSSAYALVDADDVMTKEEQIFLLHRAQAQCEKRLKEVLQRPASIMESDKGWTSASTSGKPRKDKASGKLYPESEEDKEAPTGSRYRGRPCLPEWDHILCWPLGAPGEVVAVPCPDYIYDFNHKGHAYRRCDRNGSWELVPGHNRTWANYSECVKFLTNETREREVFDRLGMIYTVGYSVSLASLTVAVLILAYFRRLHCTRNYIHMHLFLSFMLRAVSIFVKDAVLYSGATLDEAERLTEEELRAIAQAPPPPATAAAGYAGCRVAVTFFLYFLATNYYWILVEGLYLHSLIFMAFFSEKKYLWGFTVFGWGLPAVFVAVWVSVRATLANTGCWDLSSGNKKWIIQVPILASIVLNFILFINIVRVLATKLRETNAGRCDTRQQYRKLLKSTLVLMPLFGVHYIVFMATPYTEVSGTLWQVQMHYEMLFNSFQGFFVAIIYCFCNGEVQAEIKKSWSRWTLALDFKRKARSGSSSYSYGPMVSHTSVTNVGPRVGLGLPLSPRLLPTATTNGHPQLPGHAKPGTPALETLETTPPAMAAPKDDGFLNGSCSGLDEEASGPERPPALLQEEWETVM
#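 HEK-293-derived GP2 cells expressing PTHR1 and a GloSensor cAMP reporter, 3,000/well, plated overnight, given luciferin plus IBMX (each 0.5 mM as added) for 1 h at 37 °C, then compound for 1 h at 37 °C. Luminescence was read after 15 min at room temperature.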
# Numbers without * were called inactive; i = inactive; u = inconclusive; x = not tested or not shown; [ ] = dose if it differs, or a comment. Calls follow the shape of the dose curve; as a rule, active = well fitted curve in the direction sought with a large enough effect; inconclusive = small, poorly fitted or top-dose-only effect, or another doubt; inactive = no such curve, though single readings can be large; an effect the other way counts as inactive or inconclusive. Potency is read from the fitted curve at half-maximal effect. Not all compounds are listed, so the mix of outcomes need not match the whole.
SMILES,GLP1R cytotox,GLP-1R inv ag,PLK1 PBD inh,PTHR1 agonist
O=C(Cn1nc(C(=O)O)c2ccccc2c1=O)Nc1ccc2c(c1)C(=O)c1ccccc1C2=O,x,x,-3%,x
O=C(NCc1ccc(F)cc1)c1ccc2oc(=O)n(Cc3ccccc3)c2c1,-1%,u,x,-3%
CCOc1ccc(NC(=O)CCc2nc3cccnc3n2Cc2ccc(OC)cc2)cc1,0%,1%,x,i
O=C(CSc1nncn2c1cc1occc12)Nc1ccccc1C(F)(F)F,-6%,0%,x,-46%[inhibitor]
CCC1CN(C(=O)N2CCC(C(=O)NCCc3cc(OC)ccc3OC)CC2)c2ccccc2O1 (centres undefined),-2%,6%,x,-26%
CCOC(=O)c1noc2ncnc(Nc3ccc(F)cc3F)c12,-1%,14%,x,-21%
Cc1ccc(CNC(=O)C2CCCN(S(=O)(=O)c3cn(C)cn3)C2)cc1 (centres undefined),-9%,11%,x,i
Cc1cccc(-c2nn3c(=O)cc(CN4CCN(C(=O)/C=C/c5ccccc5)CC4)nc3s2)c1,-15%,7%,x,i
Cc1ccc(NC(=O)Cn2nc(N3CCN(c4ccccc4)CC3)ccc2=O)cc1F,-6%,u,x,-38%[inhibitor]
CCc1ccc(NC(=O)c2cnc3c(-c4ccccc4)c(C)nn3c2C)cc1,4%,u,x,-6%
Cc1ccc(Nc2c(-c3ccccc3O)nc3cc(C)ccn23)cc1,1%,-30%,x,-47%[inhibitor]
CCOC(=O)c1[nH]c(C)c(C(=O)NCCc2ccccc2)c1C,-1%,-5%,x,-19%
COc1ccc(Nc2nc3ccc(Cl)cc3nc2-n2nc(C)cc2C)cc1,6%,8%,x,-13%
CC(=O)Nc1ccc(NC(=O)CSc2nc3ccccc3nc2N2CCOCC2)cc1,0%,8%,x,-18%
CCCCOc1ccc(C(=O)Nc2ccc3c(c2)N(C(C)=O)CCC3)cc1,10%,1.1µM*,x,-35%
O=C(CSc1oc(-c2ccc(F)cc2)nc1S(=O)(=O)c1ccccc1)NC1CCCCC1,9%,-5%,x,i
CCOc1ccc(CCNC(=O)CCn2c(=O)c3cccn3c3ccc(F)cc32)cc1,5%,7%,x,i
CCOC(=O)c1c(NC(=O)c2cc(OCC)c(OCC)c(OCC)c2)sc2c1CCCCC2,1%,-4%,x,i
Cc1ccc(C(=O)Nc2c(C(=O)Nc3ccc(C)c(C)c3)sc3nc(C)cc(C)c23)cc1,1%,23%,x,-4%
CCOC(=O)C1CCN(C(=O)Cn2ncc3c([nH]c4ccc(C)cc43)c2=O)CC1,-1%,13%,x,i
Cc1ccc2c(c1)C(=O)C(=O)N2Cc1ccc(OC(C)C)cc1,u,1.1µM*,x,0%
Cc1ccc(C(c2sc3nc(-c4ccco4)nn3c2O)N2CCCCC2)cc1 (centres undefined),6%,-20%,x,i
CC(C)OCCCNC(=O)C(=O)Nc1c2c(nn1-c1ccccc1)CS(=O)(=O)C2,-6%,-26%,x,i
CCCN(CCC)C(=O)CN1C(=O)CSc2ccc(S(=O)(=O)N3CCC(C)CC3)cc21,1%,-14%,x,-9%
COc1ccc(-c2onc(C)c2C)cc1S(=O)(=O)NCc1ccc(Br)cc1,-11%,-25%,x,-38%
CCOC(=O)c1c(C)[nH]c(C)c1S(=O)(=O)N1CCCC(C(=O)NCc2ccc(N(C)C)cc2)C1 (centres undefined),-7%,-30%,x,-33%[inhibitor]
COc1ccc(CNc2ncnc3c2c(-c2ccccc2)cn3-c2cccc(C)c2)cc1,1%,-1%,x,i
CCCCN(CC)CCCNC(=O)Cn1ncc2c3ccccc3n(Cc3ccccc3F)c2c1=O,-14%,-34%,x,-7%
O=C(CSc1nnc(-c2ccc([N+](=O)[O-])cc2)o1)Nc1ccccc1,-15%,6%,x,i
CCOCCn1ccc2c(OCC(=O)NCc3ccc(C)cc3)cccc2c1=O,3%,9%,x,15%
CC(=O)c1cccc(Nc2ccc3cc(S(=O)(=O)N4CCCC4)ccc3n2)c1,-13%,-29%,x,i
COc1ccccc1Nc1nc(-c2ccc(F)cc2)c2c(n1)-c1ccccc1OC2,14%,6%,x,22%
O=c1c(N2CCN(c3cccc(Cl)c3)CC2)csc2ccccc12,-17%,-2%,x,i
CCOCCc1nnc(NC(=O)C(=O)c2cc(C)n(-c3cccc(C)c3)c2C)s1,16%,-13%,x,-54%[inhibitor]
Cn1nnc2c(N3CCN(c4ccc(F)cc4)CC3)ncnc21,-12%,30%,x,-2%
CC1CCCCN1C(=O)CSc1n[nH]c(-c2ccccc2Cl)n1 (centres undefined),-4%,23%,x,i
COc1ccc(CNC(=O)c2cc(Nc3ccccc3C)nc3ccccc23)cc1,-13%,u,x,i
CCN(Cc1ccccc1)S(=O)(=O)c1ccc2c(c1)CC(C)N2C(=O)C1CCC1 (centres undefined),-3%,u,x,0%
O=C(NCCc1csc(-c2ccc(F)cc2)n1)C(=O)Nc1ccc(Cl)cc1,-6%,-1%,x,-13%
CCC1CCCCN1C(=O)CSc1n[nH]c(-c2ccccc2)n1 (centres undefined),-12%,11%,x,-73%[inhibitor]

# Quoted at random: 2 compounds from above
SMILES,GLP1R cytotox,GLP-1R inv ag,PLK1 PBD inh,PTHR1 agonist
CC1CCCCN1C(=O)CSc1n[nH]c(-c2ccccc2Cl)n1 (centres undefined),-4%,23%,x,i
CCC1CCCCN1C(=O)CSc1n[nH]c(-c2ccccc2)n1 (centres undefined),-12%,11%,x,-73%[inhibitor]

# Next results follow.
SMILES,GLP1R cytotox,GLP-1R inv ag,PLK1 PBD inh,PTHR1 agonist
COc1ccccc1OCC(=O)NCC(c1ccc(Cl)cc1)N1CCOCC1 (centres undefined),-9%,-17%,x,i
COc1cc2ccccc2cc1C(=O)Nc1ccc2oc(-c3ccccc3)nc2c1,1%,8%,x,-75%[inhibitor]
Cc1ccccc1NC(=O)c1ccc(N(Cc2ccccc2)S(C)(=O)=O)cc1,-27%,u,x,-18%
Cc1ccc(-c2nc3cccnc3s2)cc1NC(=O)Cc1ccccc1,0%,6%,x,-16%
O=C(Cc1ccc(F)cc1)NCc1ccc2c(c1)CCN2C(=O)c1ccc(F)cc1,-9%,13%,x,-6%
Cc1ccc(-c2nc3cc(NC(=O)c4cc5ccccc5o4)ccc3o2)cc1Cl,3%,4%,x,i
COc1ccc(CCNC(=O)Cn2c(=O)c3cccn3c3ccc(F)cc32)c(OC)c1,21%,6%,x,i
CC1CCN(S(=O)(=O)c2ccc3c(c2)CCN3C(=O)Nc2ccc(Br)cc2)CC1,1%,5%,x,i
Cc1ccc(OCC(=O)N(Cc2sccc2C)C2CCS(=O)(=O)C2)cc1 (centres undefined),-8%,-7%,x,-12%
COc1cc(OC)c(NS(=O)(=O)c2ccc3oc(=O)c4ncn(C)c4c3c2)cc1Cl,-26%,11%,x,-49%[inhibitor]

# 4 compounds from above, reduced to GLP1R cytotox and PTHR1 agonist:
canonical_smiles	GLP1R cytotox	PTHR1 agonist
COc1ccc(CCNC(=O)Cn2c(=O)c3cccn3c3ccc(F)cc32)c(OC)c1	21%	i
COc1cc(OC)c(NS(=O)(=O)c2ccc3oc(=O)c4ncn(C)c4c3c2)cc1Cl	-26%	-49%[inhibitor]
Cc1ccc(-c2nc3cc(NC(=O)c4cc5ccccc5o4)ccc3o2)cc1Cl	3%	i
Cc1ccccc1NC(=O)c1ccc(N(Cc2ccccc2)S(C)(=O)=O)cc1	-27%	-18%

# New compounds follow.
SMILES,GLP1R cytotox,GLP-1R inv ag,PLK1 PBD inh,PTHR1 agonist
CCCN1C(=O)c2[nH]nc(-c3ccccc3O)c2C1c1ccc(OCc2ccccc2)c(OC)c1 (centres undefined),-10%,u,x,i
CN1CCc2nc3sc(C(=O)c4ccc(F)cc4)c(N)c3cc2C1,2%,5%,x,i
Cc1cc(C)cc(OCC(=O)NCC(c2ccc(Cl)cc2)N2CCCCC2)c1 (centres undefined),-8%,u,x,-42%[inhibitor]
CCOc1ccc(CCNC(=O)CCCc2nnc3n(CCCOC)c(=O)c4sccc4n23)cc1,-3%,13%,x,2%
Cc1ccc(CSC2=Nc3ccccc3C3=NC(CCC(=O)NC4CCCCC4)C(=O)N23)cc1 (centres undefined),-1%,u,x,6%
Cc1ccc(CNC(=O)c2cc(-c3ccc(Cl)cc3)on2)cc1,0%,3%,x,26%
O=C(Cn1c(SCc2cccc(F)c2)nc2ccncc21)Nc1ccc(Cl)cc1F,-9%,u,x,i
COc1ccc(CNCCC(c2ccc(C)cc2)c2ccco2)cc1 (centres undefined),-3%,u,x,-6%
COc1ccc(CCNC(=O)Cn2c(=O)n(-c3ccccc3)c(=O)c3c(C)c(C)sc32)cc1OC,-5%,-13%,x,-33%[inhibitor]
COc1ccc(C)cc1NC(=O)C(NS(=O)(=O)c1cccc2nsnc12)c1ccccc1 (centres undefined),-2%,-25%,x,-11%
COc1cn(CC(=O)Nc2ccc(C)cc2C)c(CN2CCCCC2)cc1=O,-1%,0%,x,i
COc1ccc(N2CCN(c3ncnc4c3cnn4-c3ccc(C)c(Cl)c3)CC2)cc1,-13%,-8%,x,i
COc1ccccc1C(=O)Nc1nc2nc(C)c(Cc3ccccc3)c(=O)n2[nH]1,12%,2%,x,14%
Cc1ccc(-c2cc(C(=O)NCc3ccccc3Cl)c3ccccc3n2)cc1C,14%,5%,x,9%
CCC(Sc1nc2ncccc2o1)C(=O)Nc1ccc(OC)c(OC)c1 (centres undefined),4%,11%,x,i
COc1nnc(-c2ccc(N3CCCCC3)c(NC(=O)c3ccccc3Cl)c2)c2ccccc12,-11%,3.5µM*,x,-48%[inhibitor]
CCOC(=O)c1cc(-c2ccccc2)n(CCC(=O)Nc2ccc(C(F)(F)F)cc2)c1C,u,7.1µM*,x,-91%[inhibitor]
COc1cc(NC(=O)c2noc3c2CC(C(C)(C)C)CC3)cc(OC)c1OC (centres undefined),-6%,1%,x,-17%
COC(=O)C1=C(C)NC(=O)C1(NC(=O)c1cc(OC)c(OC)c(OC)c1)C(F)(F)F (centres undefined),16%,12%,x,-11%
CCc1ccccc1N(CC)C(=O)c1cc2c(s1)-c1ccccc1SC2,-4%,u,x,i

# Part of the list above, with two lines to a compound.
# Values run as follows: GLP1R cytotox | GLP-1R inv ag | PLK1 PBD inh | PTHR1 agonist
> COC(=O)C1=C(C)NC(=O)C1(NC(=O)c1cc(OC)c(OC)c(OC)c1)C(F)(F)F (centres undefined)
→ 16% | 12% | x | -11%
> Cc1ccc(-c2cc(C(=O)NCc3ccccc3Cl)c3ccccc3n2)cc1C
→ 14% | 5% | x | 9%
> COc1cc(NC(=O)c2noc3c2CC(C(C)(C)C)CC3)cc(OC)c1OC (centres undefined)
→ -6% | 1% | x | -17%
> COc1nnc(-c2ccc(N3CCCCC3)c(NC(=O)c3ccccc3Cl)c2)c2ccccc12
→ -11% | 3.5µM* | x | -48%[inhibitor]
> COc1cn(CC(=O)Nc2ccc(C)cc2C)c(CN2CCCCC2)cc1=O
→ -1% | 0% | x | i
> CCc1ccccc1N(CC)C(=O)c1cc2c(s1)-c1ccccc1SC2
→ -4% | u | x | i

# Remaining list, next part
SMILES,GLP1R cytotox,GLP-1R inv ag,PLK1 PBD inh,PTHR1 agonist
CC(C)(C)OC(=O)N1CCC(c2c(C(=O)NCCc3ccccc3)cnn2-c2ccc(F)cc2)CC1,-14%,u,x,i
O=C(Cn1c2ncccc2c(=O)n1-c1ccccc1)NCc1ccccc1Cl,-2%,16%,x,i
Cc1oc(-c2cccc(Cl)c2)nc1CN1CCC(C(=O)NC(C)C)CC1,-7%,14%,x,i
Cc1ccc(OCC(=O)N(Cc2ccco2)Cc2ccco2)cc1,1%,u,x,-4%
CC1=C(C(=O)NCc2ccccc2C)C2(CCCCCC2)OC1=O,2%,-8%,x,22%

# Screening results: PubChem, National Center for Advancing Translational Sciences (NCATS)
